High-throughput results deposited in PubChem BioAssay by NCI.
Growth percent in the NCI-60 one-dose screen (48 h, 10 µM unless noted): 100 = growth as untreated, 0 = no growth, -100 = all killed.
MOLT-4 = MOLT-4 leukemia cells. actives 6.9% (n = 80,000). AID 1794779
MDA-MB-468 = MDA-MB-468 breast cancer; AID 2202374; actives 8.5% (n = 78,000)
T-47D = T-47D breast cancer. actives 5% (n = 79,000)
SR = SR leukemia cells. AID 1794780. actives 8.7% (n = 73,000)
K-562 = K-562 leukemia | actives 7.4% (n = 78,000) | AID 1794777
MDA-MB-231 = MDA-MB-231 breast cancer; actives 5% (n = 81,000)
MCF7 = MCF7 breast cancer | actives 6.3% (n = 82,000) | AID 1794796
BT-549 = BT-549 breast cancer; actives 4.4% (n = 78,000); AID 1794793
Numbers without * were called inactive; · = no result given; & = joins results of further samples; [ ] = remark or other dose. How the source made its calls: active means growth percent below 10; inactive means the rest.

SMILES | MOLT-4 | MDA-MB-468 | T-47D | SR | K-562 | MDA-MB-231 | MCF7 | BT-549
O=C1c2ccccc2-c2c1c1c3ccccc3n(CCCCBr)c1c1c3ccccc3n(CCCCBr)c21 | 94 | 117 | 88 | 92 | 84 | 115 | 102 | 108
CC(=C/c1ccccc1)/C=N/NC(=O)C[N+](C)(C)C | · | 114 | 104 | · | · | 123 | 108 | 122
CCN1CCCC(OC(=O)C(c2ccccc2)c2ccccc2)C1 (stereo not drawn) | 97&108 | 121&99 | 85&102 | 92 | 96 | 102&107 | 99&96 | 100&109
O=c1[nH]nc(-c2ccccc2NCc2ccccc2)c(=O)[nH]1 | 101 | · | 92 | 113 | 113 | 112 | 97 | 107
CC(C)C1=CC2=CC[C@H]3C(C)(C)C[C@@H](O)C[C@]3(C)[C@H]2CC1 | 89 | 97 | 92 | 91 | 106 | 85 | 98 | 101
COc1ccc(-c2cn(Cc3ccc4c(Br)cc(Br)c(O)c4n3)nn2)cc1 | 87 | 72 | 65 | -23* | 39 | 94 | 67 | 111
O=c1nc(Nc2nc3ccccc3s2)[nH]c(=O)c2ccccc12 | 102 | 99 | 79 | 91 | 96 | 98 | 92 | 98
CC/C(N)=C\C(=O)c1ccccc1 | 103 | 108 | 99 | 101 | 101 | 125 | 100 | 110
O=C(Cc1c[nH]c2ccccc12)N=Nc1c(O)n(Cc2ccccc2)c2ccccc12 | 103 | 98 | 99 | 108 | 111 | 101 | 94 | 101
C=C1N(C)c2ccccc2C1(C)C | 66 | 55 | 42 | 17 | · | 88 | 86 | 58
O=C1CCC23C=CC(O2)C2(Nc4ccccc4NC2=O)c2cc(F)ccc2N13 (stereo not drawn) | 103 | 113 | 106 | 105 | 96 | 100 | 97 | 107
O=C(/C=C/c1ccc2c(c1)OCO2)/C=C/c1ccc2c(c1)OCO2 | 94 | · | 104 | 93 | 95 | 153 | 96 | 103
COc1ccccc1C(C)(C)C | 100 | 105 | 100 | 94 | 91 | 115 | 91 | 110
CCNCc1ccccc1 | 103 | 99 | 98 | 97 | 96 | 110 | 99 | 124
CCCCCCCCCCCCCCCCCC1=CCCN1C(=S)Nc1ccccc1 | 82 | 79 | 89 | 78 | 70 | 74 | 91 | 99
O=C(CCl)Oc1c(Cl)c(Cl)c(Cl)c(Cl)c1Cl | 92 | 99 | · | 91 | 99 | 97 | 95 | 110
CC(C)(C)OC(=O)CC[C@H](N)C(=O)O | 100[20 µM] | 102[20 µM] | 85[20 µM] | 89[20 µM] | 101[20 µM] | 102[20 µM] | 94[20 µM] | 104[20 µM]
CC(=O)OCC(=O)[C@@]1(O)CC[C@H]2[C@@H]3C[C@H](F)C4=CC(=O)CC[C@]4(C)[C@H]3C(=O)C[C@@]21C | 94 | 110 | 117 | 97 | 96 | 94 | 105 | 91
COc1cc2oc(-c3cccc(C(=O)Nc4ccc(C#N)cc4)c3)cc(=O)c2c(O)c1OC | 88 | 77 | · | 62 | 66 | · | 48 | 45
NC(=S)N/N=C1/Cc2cccc3cccc1c23 | 104 | 76 | 44 | 94 | 96 | 82 | 69 | 108
CCOC(=O)NC1=NCC(C)S1 (stereo not drawn) | 104 | 100 | 103 | 110 | 107 | 125 | 95 | ·
O=C(Nc1ccccc1C1=NCC(CO)O1)c1ccccc1 (stereo not drawn) | 99 | 114 | 75 | 103 | 87 | 112 | 97 | 82
CC(=O)NNc1nc(C)cs1 | 104 | 107 | 90 | 96 | 103 | 126 | 104 | 98
COc1ccc(C2CC(c3ccc(Cl)cc3)=NN2/C=C2\SC(=S)N(NC(=O)Cc3ccccc3Nc3c(Cl)cccc3Cl)C2=O)cc1 (stereo not drawn) | 13 | 75 | 50 | 17 | 1.4* | 42 | 74 | 79
COc1cc(-c2nc3ccc(F)cc3s2)ccc1NC(=O)/C=C/c1ccc(F)c(F)c1 | 92 | 91 | 108 | 57 | 98 | 90 | 88 | 65
COc1cccc(C(Cc2ccccc2)NCc2ccccc2)c1O (stereo not drawn) | 89 | 93 | 78 | 87 | 76 | 77 | 80 | 97
Cc1c(C)c(C)c(CN2CCCC2)c(C)c1C | 102 | 90 | 95 | · | 101 | 98 | 102 | 123
CCCC(CCC)(C(=O)Nc1ccc2nc(C)cc(N)c2c1)C(=O)Nc1ccc2nc(C)cc(N)c2c1 | 99 | 95 | 101 | 89 | 96 | 96 | 91 | 94
Nc1c(C(=O)Nc2ccccn2)sc2nc3c(cc12)C(O)CCC3 (stereo not drawn) | 34 | 15 | 15 | 14 | 21 | 67 | 13 | 58
CC(=O)N1N=C(c2ccc3c(c2)OCO3)CC1c1ccc(C)s1 (stereo not drawn) | 101 | 112 | 103 | 111 | 97 | 94 | 103 | 94
CN1C(=O)CS/C1=N\NC(=O)Cn1nc(-c2ccccc2)ccc1=O | 99 | 143 | 110 | 97 | 107 | 105 | 94 | 114
Cc1coc(NS(=O)(=O)c2ccc(N=Nc3cc(N=Nc4ccccc4)c(N)nc3N)cc2)c1C | 93 | 76 | 85 | 109 | 131 | 93 | 90 | 77
CC(=O)/C(=N\Nc1ccccc1)C(c1ccccc1)c1ccccc1 | 95 | 91 | 79 | 95 | 92 | 81 | 76 | 99
C[C@H]1CC2C([C@@H](O)C[C@@]3(C)C2CC[C@]3(O)C(=O)CO)[C@@]2(C)C=CC(=O)C=C12 (stereo partly drawn) | 101 | 131 | 107 | · | 119 | 94 | 76 | 75
Clc1nccc2c(-c3csc(-c4c[nH]c5ccccc45)n3)c[nH]c12 | 41 | 29 | 37 | 11 | 10 | 25 | 50 | 66
CCOC(=O)C1=C(C)NC(=O)NC1c1cccs1 (stereo not drawn) | 83 | 102 | 102 | 76 | 103 | 110 | 101 | 123
Cc1cc(C)cc(C(=O)N2CCCCC2)c1 | 97 | 110 | 104 | 94 | 102 | 112 | 99 | 112
Cn1c(-c2ccccc2)cc(=O)cc1-c1ccccc1 | 81 | 69 | 97 | 70 | 100 | 89 | 53 | 87
C#COc1cccc(Nc2c(C#N)cnc3ncc(NC(=O)CCl)cc23)c1 | -2.0*[6.25 µM] | 3.4*[6.25 µM] | 4.8*[6.25 µM] | 10[6.25 µM] | 6.9*[6.25 µM] | 21[6.25 µM] | 5.4*[6.25 µM] | 40[6.25 µM]
COc1cc([C@@H]2c3c(c4ccccc4[nH]c3=O)C(=O)N3CCC[C@@H]23)cc(OC)c1O | 90 | 122 | 100 | 64 | 84 | 101 | 84 | ·
Cc1ccc(C)n1-c1ccc(Cl)cc1 | 98 | · | 99 | 92 | 72 | 103 | 98 | 155
O=C(/C=C/c1ccc([N+](=O)[O-])cc1)c1ccccc1 | 55 | 110 | 60 | 7.6* | 44 | 102 | 20 | 94
Cn1c(O)c(N=NC(=O)c2cc(-c3ccccc3)on2)c2ccccc21 | 105 | 107 | 101 | · | 116 | 96 | 78 | 103
O=c1[nH]nc(-c2ccccc2)o1 | 100 | 107 | 93 | 97 | 96 | 101 | 101 | 105
C=CCOc1ccc(S(C)(=O)=O)cc1 | · | · | 105 | · | 99 | 110 | 104 | 145
Cn1c(NCCc2ccc(O)c(O)c2)nc2c1c(=O)n(Cc1ccc(Cl)c(Cl)c1)c(=O)n2C | 12 | 49 | 58 | 56 | 80 | 69 | 79 | 67
CC(=O)Nc1ccc(/C=N\NC(=O)C2CC2)cc1 | 91 | 107 | 103 | · | 91 | 108 | 102 | 101
O=[N+]([O-])c1ccc(Oc2cccc(C(F)(F)F)c2)c([N+](=O)[O-])c1 | 17 | -9.0* | 48 | 5.7* | 11 | 20 | 112 | 3.1*
Cc1c(-c2csc(N/N=C/c3ccc(F)cc3)n2)nnn1-c1ccc([N+](=O)[O-])cc1 | 91 | 96 | 99 | 84 | 91 | 97 | 88 | 97
O=C(O)CC1CC(c2ccc(-c3noc(=O)[nH]3)cc2)=NO1 (stereo not drawn) | 103 | 102 | 90 | 95 | 90 | 98 | 100 | 96
COc1ccc(/C=N/NC(=O)COc2ncnc3sc4c(c23)CCCC4)c(OC)c1OC | 103 | 114 | 96 | 98 | 92 | 93 | 89 | 101
Cc1nc2ncccc2nc1Nc1ccc(S(=O)(=O)N=C(N)N)cc1 | 88 | 111 | 95 | 114 | 91 | 93 | 89 | 129
Oc1cc(OCc2ccc(Cl)cc2)ccc1-c1[nH]ncc1Oc1ccccc1 | 76 | 83 | 55 | 109 | 91 | 104 | 81 | 103
O=C(NC[C@@H]1CN(c2ccc(N3CCC(C(=O)O)CC3)cc2)C(=O)O1)c1ccc(-c2noc(=O)[nH]2)cc1 | 101 | 98 | 89 | 93 | 96 | 100 | 103 | 100
COc1cc(OC)cc(-c2n/c(=C\c3c(O)[nH]c4ccccc34)cc3c2=Nc2ccccc2-3)c1 | 53 | 92 | 100 | 15 | 35 | 73 | 17 | 93
CCOc1ccc2nc(S(N)(=O)=O)sc2c1 | 107&93 | 103&96 | 102&104 | 106&87 | 103&93 | 104&92 | 108&82 | 116&104
CCOC(=O)[C@@]12CCCC=C1N1c3ccccc3-c3ccnn3[C@@H]1CC2 | 43 | 86 | 88 | 76 | 81 | 66 | 100 | 98
COc1ccc(C=NCCN=Cc2ccc(OC)cc2)cc1 | 90 | 102 | 151 | 112 | 118 | 110 | 100 | 95
COc1cccc(/C=c2\sc3ncnn3c2=O)c1OC(C)=O | 90 | 99 | 79 | 96 | 85 | 110 | 70 | 91
Cc1c(-c2csc(-n3nc(C(F)(F)F)cc3C(F)(F)F)n2)no[n+]1[O-] | 87 | 81 | 88 | 91 | 93 | 97 | 85 | 102

(cont.)
SMILES | MOLT-4 | MDA-MB-468 | T-47D | SR | K-562 | MDA-MB-231 | MCF7 | BT-549
Cc1c(C(=O)C(SC(=S)N2CCN(c3ccccc3)CC2)SC(=S)N2CCN(c3ccccc3)CC2)nnn1-c1ccc([N+](=O)[O-])cc1 | 89 | 113 | 92 | 84 | 96 | 104 | 89 | 97
COc1ccc2c(c1)C1=NN(C(=O)CO)[C@H](c3ccc(OC(F)(F)F)cc3)[C@@H]1CC2 | 87 | 117 | 82 | 69 | 102 | 95 | 83 | 127
N#CC1(C#N)C2=C(CCCC2)NC(c2ccco2)C1(C#N)C#N (stereo not drawn) | 94 | 103 | 108 | 121 | 99 | 120 | 94 | 105
Cc1nc(=S)c2cnn(-c3ccc([N+](=O)[O-])cc3)c2[nH]1 | 86 | 105 | · | 83 | 110 | · | 93 | 114
CN(Cc1cc(Cl)cc(Cl)c1O)Cc1cc(Cl)cc(Cl)c1O | 48 | 36 | 76 | 63 | 98 | 79 | 68 | 86
COc1cc(/C=C/C(=O)c2ccc(Nc3nc(Nc4ccccc4)nc(Nc4ccc(Cl)cc4)n3)cc2)cc(OC)c1OC | 25 | 76 | 28 | · | 29 | 58 | 7.8* | 51
Nc1ccc(-c2nnc3n2N=CC(c2ccc(Cl)cc2)S3)cc1 (stereo not drawn) | 91 | 53 | 81 | 76 | 104 | 82 | 59 | 84
CN1C(=O)NC(c2ccc3c(c2)OCO3)C=C1c1ccccc1 (stereo not drawn) | 94 | 98 | 79 | 23 | 76 | 102 | 50 | 90
COC(=O)c1ccc2c(c1)C(=O)N(c1cccc(S(N)(=O)=O)c1)C2=O | 101 | 100 | 107 | 94 | · | 104 | 96 | 107
CNC(=S)N/N=C/c1cnccn1 | 99 | 96 | 107 | 101 | 118 | 103 | 94 | 102
COc1cc(C2SCC(=O)N2Cc2ccc3c(c2)OCO3)cc(OC)c1OC (stereo not drawn) | 95 | 100 | 102 | · | 107 | 95 | · | 93
COc1ccc(NC(=O)CCn2cnc3c(cc(-c4ccccc4)n3-c3ccccc3)c2=O)cc1 | 104 | 80 | 91 | 96 | 91 | · | 83 | 92

Of the compounds above, these have a tert-butyl group.
SMILES | MOLT-4 | MDA-MB-468 | T-47D | SR | K-562 | MDA-MB-231 | MCF7 | BT-549
COc1ccccc1C(C)(C)C | 100 | 105 | 100 | 94 | 91 | 115 | 91 | 110
CC(C)(C)OC(=O)CC[C@H](N)C(=O)O | 100[20 µM] | 102[20 µM] | 85[20 µM] | 89[20 µM] | 101[20 µM] | 102[20 µM] | 94[20 µM] | 104[20 µM]

Further results follow:
SMILES | MOLT-4 | MDA-MB-468 | T-47D | SR | K-562 | MDA-MB-231 | MCF7 | BT-549
O=C(Nc1cccc(Cl)c1)c1ccccc1 | 83 | 110 | 113 | 91 | 82 | 100 | 99 | 107
CC(C)c1ccc(NC(=O)Nc2ccc(NC(=O)CCCC(=O)Nc3ccccc3O)cc2)cc1 | 67 | 91 | 69 | 85 | 72 | 54 | 94 | 88
O=C1COCCN1 | 147 | 94 | 103 | 127 | 120 | 103 | 96 | 120
O=C(CSc1nc2ccccc2o1)N1c2ccccc2Sc2ccccc21 | 80 | 98 | 70 | · | 66 | 75 | 97 | 84
O=c1c2cc(F)ccc2sc2c(NCCN3CCCCC3)nc3ccccc3c12 | 28 | 6.4* | 67 | · | -31* | 36 | 16 | 75
C=CC(=O)N1CC2(CC(n3nc(-c4ccc(Oc5ccccc5)cc4)c4c(N)ncnc43)C2)C1 | 17 | -8.1* | 36 | 31 | 18 | 3.3* | 27 | 30

An excerpt from the list above, as a working copy:
SMILES | MOLT-4 | MDA-MB-468 | T-47D | SR | K-562 | MDA-MB-231 | MCF7 | BT-549
O=C1COCCN1 | 147 | 94 | 103 | 127 | 120 | 103 | 96 | 120
O=C(CSc1nc2ccccc2o1)N1c2ccccc2Sc2ccccc21 | 80 | 98 | 70 | · | 66 | 75 | 97 | 84
O=c1c2cc(F)ccc2sc2c(NCCN3CCCCC3)nc3ccccc3c12 | 28 | 6.4* | 67 | · | -31* | 36 | 16 | 75
C=CC(=O)N1CC2(CC(n3nc(-c4ccc(Oc5ccccc5)cc4)c4c(N)ncnc43)C2)C1 | 17 | -8.1* | 36 | 31 | 18 | 3.3* | 27 | 30
